# Bioassay records as filed in PubChem BioAssay.
# SKN-1 block: suppressors of acrylamide-induced Pgst-4::GFP reporter in worms, primary screen, SKN-1 inhibitor project, whole organism, uHTS, GFP/RFP fluorescence ratio, strain VP596. C. elegans VP596 Pgst-4::GFP/RFP ratio, 24 h. inhibition, % at 21.8 µM. 0.49% of 360,000 active. AID 624304, 2012;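 active = interference check ratio from 0.5 to 1.5 plus GFP to RFP signal ratio inhibition reaching or exceeding a fixed threshold, cut at about 30% in these data, passing the limit was not always enough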; note: some compounds called inactive have numbers as strong as hits
# STEP inh: STEP phosphatase inhibitors, primary screen, biochemical, fluorescence intensity, uHTS; Tyrosine-protein phosphatase non-receptor type 5 (Homo sapiens), P54829; AID 588621, 2011; recombinant STEP, OMFP fluorogenic substrate; 0.25% of 360,000 active; inhibition, % at 20 µM;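 active = inhibition at 20 µM, scaled per plate between control wells, above about 37%, limit read from the data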;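 note: 0% = DMSO with enzyme and substrate and 100% = substrate only without enzyme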
#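 Measure: Control-normalized % inhibition with plate pattern correction | Test system: STEP phosphatase, cell-free reaction | Medium: pH 6.0 Bis-Tris with DTT and Tween 20 | Technique: Fluorescence, 480/540 nm | Times: Reaction 20 min, ambient temperature | Doses: Single compound dose of 20 µM, 1% DMSO final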
# NadD block: inhibitors of S. aureus NadD, primary screen, biochemical, colorimetric, uHTS. Nicotinate-nucleotide adenylyltransferase NadD (Staphylococcus aureus N315). purified NadD enzyme, colorimetric absorbance read-out. inhibition, % at 20 µM. 0.78% of 360,000 active. AID 602399, 2012; in the data active = inhibition above about 26%; note: some compounds past the cut are filed as inactive
# Scp1 inh: Scp-1 phosphatase inhibitors, primary screen, biochemical, colorimetric, uHTS | inhibition, % at 20 µM | 0.88% of 340,000 active | Carboxy-terminal domain RNA polymerase II polypeptide A small phosphatase 1 (Homo … | Recombinant Scp1, phosphopeptide, malachite green phosphate absorbance;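 active = inhibition above about 50% at 20 µM, limit read from the data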;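 note: plate controls were DMSO wells with enzyme for no effect and wells lacking enzyme for full effect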
#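 System: SCP-1 catalytic domain; Reagent: Phospho 17-mer peptide substrate; Doses: one concentration, 20 µM, with 1.0% DMSO; Incubation: 45 min room-temperature reaction, 5 min colour, 30 min stabiliser; Signal: Phosphate-binding colour reagent, absorbance read at 630 nm.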
# NRP1-CendR mod: modulators of CendR peptide binding to NRP-1, primary screen, biochemical, fluorescence polarization, uHTS. FAM-RPARPAR peptide binding to NRP-1. inhibition, % at 25 µM. Neuropilin-1 (Homo sapiens), O14786. 0.85% of 360,000 active;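 active = inhibition or corrected inhibition above about 18%, plus a signal ratio from 0.5 to 1.5, limit read from the data, passing the limit was not always enough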; note: strong numbers were not always called active
# LMPTP block: LMPTP phosphatase inhibitors, primary screen, biochemical, fluorescence intensity, uHTS; Low molecular weight phosphotyrosine protein phosphatase (Homo sapiens), P24666; recombinant LMPTP-A, OMFP fluorogenic substrate; inhibition, % at 20 µM; 0.22% of 360,000 active; AID 651560, 2012;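 active = compounds that cut the enzyme signal by at least half of the control window in the single-dose screen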;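 note: plate controls were DMSO wells with enzyme plus substrate for no effect and substrate without enzyme for full effect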
#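 Test system – LMPTP-A phosphatase enzyme · Quantity – 0.625 nM LMPTP-A final · Reagent – OMFP substrate, 400 µM final · Dosing – one test concentration per compound, 20 µM, with 3% DMSO overall · Timing – 50 min enzyme reaction at room temperature, protected from light · Detection – fluorescence intensity · Controls – substrate-only low control, DMSO enzyme-plus-substrate high control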
# Neddyl block: inhibitors of cullin neddylation, primary screen, biochemical, TR-FRET, uHTS, NAE and Ubc12; 0.58% of 360,000 active; NEDD8-conjugating enzyme Ubc12 (Homo sapiens) + NEDD8-activating enzyme E1 regulatory …; calls only at 25 µM; in the data active = inhibition above about 36%
# Tb MetRS inh: T. brucei MetRS inhibitors, primary screen, biochemical, luminescence. 0.4% of 360,000 active. AID 624268, 2012. inhibition, % at 11.9 µM. purified T. brucei MetRS, ATP depletion, Kinase-Glo luminescence. methionyl-tRNA synthetase (Trypanosoma brucei brucei);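 active = inhibition above a per-plate cutoff of the control wells' mean inhibition plus 3 SD, cut at about 5.5% in these data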;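 note: 0% = DMSO wells median and 100% = median of wells with control inhibitor compound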
#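 Material: T. brucei methionyl-tRNA synthetase, purified; reagent: substrates ATP, L-methionine and bulk Escherichia coli tRNA; dosing: 11.9 µM single point; timing: 15 min plus 2 h at 25 °C; detection: luminescence of leftover ATP; evaluation: % inhibition; control set: DMSO-only wells as low control; replicates: singlicate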
# DNMT1 block: human DNMT1 methyltransferase inhibitors, primary screen, biochemical, molecular beacon, fluorescence, HinP1I cleavage, uHTS; inhibition (reported as % activation of signal), % at 10 µM; AID 588458, 2011; DNA (cytosine-5)-methyltransferase 1 (Homo sapiens), P26358; 0.83% of 360,000 active; in the data active = inhibition above about 50%
# Target sequence (P26358 504-1616 limits assumed): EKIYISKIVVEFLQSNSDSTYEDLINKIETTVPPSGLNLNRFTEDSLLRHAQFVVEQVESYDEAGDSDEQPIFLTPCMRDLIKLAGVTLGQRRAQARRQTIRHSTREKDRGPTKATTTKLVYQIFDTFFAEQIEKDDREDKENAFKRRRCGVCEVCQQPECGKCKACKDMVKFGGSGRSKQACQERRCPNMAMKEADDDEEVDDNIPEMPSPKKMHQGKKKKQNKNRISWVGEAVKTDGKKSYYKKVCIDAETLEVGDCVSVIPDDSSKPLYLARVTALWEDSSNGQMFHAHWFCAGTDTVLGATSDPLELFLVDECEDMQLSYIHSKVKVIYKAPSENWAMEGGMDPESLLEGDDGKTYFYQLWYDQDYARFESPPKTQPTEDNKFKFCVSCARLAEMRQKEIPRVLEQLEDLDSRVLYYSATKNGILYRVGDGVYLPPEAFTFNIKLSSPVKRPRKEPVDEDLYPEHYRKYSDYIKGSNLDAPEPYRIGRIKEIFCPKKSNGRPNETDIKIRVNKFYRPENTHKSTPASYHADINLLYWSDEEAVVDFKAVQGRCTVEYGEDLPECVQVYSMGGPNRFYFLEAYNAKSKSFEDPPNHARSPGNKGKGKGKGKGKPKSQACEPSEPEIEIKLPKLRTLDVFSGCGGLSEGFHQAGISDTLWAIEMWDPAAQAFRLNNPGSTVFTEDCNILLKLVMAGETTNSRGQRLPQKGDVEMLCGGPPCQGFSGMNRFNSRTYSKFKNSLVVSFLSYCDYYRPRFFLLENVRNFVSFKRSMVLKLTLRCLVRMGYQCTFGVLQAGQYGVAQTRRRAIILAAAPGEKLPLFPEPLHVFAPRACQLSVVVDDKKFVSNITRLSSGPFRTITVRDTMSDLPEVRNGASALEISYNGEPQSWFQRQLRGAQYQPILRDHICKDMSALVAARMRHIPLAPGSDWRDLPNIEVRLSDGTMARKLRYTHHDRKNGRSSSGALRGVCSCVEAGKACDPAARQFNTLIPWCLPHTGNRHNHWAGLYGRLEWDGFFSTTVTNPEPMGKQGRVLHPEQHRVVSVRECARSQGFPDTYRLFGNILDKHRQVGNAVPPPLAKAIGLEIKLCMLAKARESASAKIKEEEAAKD
# SUMO1 PPI mod: modulators of SUMO1 protein-protein interactions, primary screen, biochemical, uHTS; SUMO1 binding to a labelled peptide, TR-FRET, 1 h; inhibition, % at 20 µM; 0.33% of 360,000 active; in the data active = inhibition above about 37%
# The depositor's hits bear a star; i = inactive; nt = no result given; + = active, no number.
Structure	SKN-1 block	STEP inh	NadD block	Scp1 inh	NRP1-CendR mod	LMPTP block	Neddyl block	Tb MetRS inh	DNMT1 block	SUMO1 PPI mod
CCOC(=O)Nc1ccc2c(CN3CCN(S(=O)(=O)c4ccccc4)CC3)cc(=O)oc2c1	4	0	9	14	-5	1.9	i	-0.3	0	16
Cn1c(SCC(=O)c2ccc(F)cc2)nnc1-c1ccccc1N	-13	1	0	0	-1	-0.5	i	-0.2	4	7
O=C(NC1CCCC1)c1ccc2c(c1)N(Cc1ccccc1)CCS2	10	3	-4	-3	8	3.7	i	0.1	-2	1
Cc1cccc(NC(=S)NCCO)c1C	3	-3	0	-7	0	-1.6	i	0.2	7	1
Nc1ncnc2c1ncn2C1OC(COP(=O)(O)O)C(O)C1O (stereo unspecified)	-1	-4	6	-14	-5	-2.6	+	-7.3	3	-4
COc1ccc(OC)c(NC(=O)Cc2ccc(NC3=NC4CS(=O)(=O)CC4S3)cc2)c1 (stereo unspecified)	5	1	2	-3	-6	0.1	i	-0.2	-9	1
Clc1ccc(OCCSCc2nc3ccccc3[nH]2)cc1	24	1	-3	1	-84	1.8	i	58*	-3	-2
Cc1ccc(CCNC(=O)CCS(=O)(=O)c2cc3c(cc2C)NC(=O)CO3)cc1	4	-2	-1	4	-1	0.0	i	0.1	6	5
Cc1cccc(-c2ncc(CN3CCCC(CO)(Cc4ccccc4C)C3)cn2)c1 (stereo unspecified)	7	0	-6	-2	-16	0.7	i	-0.2	3	1
COC(=O)CCC(=O)OC1(C)C(=O)C=C2C=C3CCCN3C=C2C1=O (stereo unspecified)	6	3	3	11	41*	0.7	i	-0.1	28	-5
CCOC(=O)c1sc(NC(=O)CCCCCN2C(=O)c3cccc4cccc(c34)C2=O)nc1C	-5	2	-4	3	4	1.3	i	-0.7	6	-4
O=[N+]([O-])c1ccc2c(c1)CO[C@@]21O[C@H](CCO)C[C@H](O)[C@H]1O	19	-1	-3	nt	6	-0.8	i	-1.7	11	-10
Cc1ccccc1CC(=O)Nc1cc(C(C)(C)C)on1	-6	-1	0	-3	-8	0.5	i	0.1	2	3
FC(F)(F)c1cc(CO[C@@H]2CCCN[C@@H]2c2ccccc2)cc(C(F)(F)F)c1	5	0	-3	-12	9	-1.0	i	-1.0	5	-6
O=C(NCCC(=O)N1CCC2(CC1)NCCc1[nH]cnc12)c1cccc(Cl)c1	1	0	-7	-4	-4	-3.9	i	-0.2	-2	2
COC(=O)c1sc(NC(=O)CSc2nnnn2-c2cccc(OC)c2)nc1C	-2	0	-6	-5	-5	0.1	i	-0.4	19	3
CCOc1ncccc1C(=O)N(CC)CC(=O)NCc1ccc(Cl)cc1	6	-2	5	-5	-2	-0.6	i	-0.2	0	-1
O=C(NNc1ccc([N+](=O)[O-])cc1)C1CC1c1ccccc1 (stereo unspecified)	-3	-1	-4	-2	-16	-0.4	i	0.2	-6	-18
COc1ccc(S(=O)(=O)Nc2cccc(S(=O)(=O)N3CCCCCC3)c2)cc1	-3	0	-3	-8	6	1.8	i	-0.5	4	0
Cc1nc2cc(NC(=O)CCS(=O)(=O)c3ccccc3)ccc2s1	4	1	-1	-4	-15	1.2	i	-1.6	2	3
CCc1ccc(N2CC(C(=O)NC3=NCCS3)CC2=O)cc1 (stereo unspecified)	1	-4	5	-1	12	3.4	i	0.1	1	-2
CC(=O)Nc1nc2cccc([N+](=O)[O-])c2s1	0	0	5	12	1	0.9	i	-0.7	11	-25
CC(C)OCCCNC(=S)N1CCC(C(=O)c2ccc(Cl)cc2)CC1	-1	4	-5	11	-7	-1.2	i	-1.2	1	-1
CCCC(=O)N1c2ccccc2C(=C2SC(C(=O)OC)=C(C(=O)OC)S2)C(=S)C1(C)C	-7	4	3	-12	17	7.0	i	-0.2	-23	-35
O=C(O)c1cc(-c2cccnc2)nn1-c1ccccn1	5	-5	1	3	8	-0.6	i	0.0	2	3
CN(CCCNC(=O)CSc1cc(=O)n(C)c2ccc(Cl)cc12)Cc1ccccc1	-16	0	-3	-7	-3	0.0	i	-0.4	3	2
COC(=O)[C@]1(C)N[C@H](CN(C)C(C)=O)[C@@H]2C(=O)N(C)C(=O)[C@@H]21	3	-1	-6	-4	-5	-2.9	i	-1.1	1	-2
COC(=O)c1ccc2c(c1)N(Cc1ccccc1F)C(=O)c1ccccc1S2=O (stereo unspecified)	3	1	3	0	-11	-0.4	i	-0.7	0	2
Cc1cc(C)n(CC(=O)N2CCCC(N3CCN(c4cccc(C(F)(F)F)c4)CC3)C2)n1 (stereo unspecified)	1	2	-2	0	4	0.6	i	-0.7	0	-7
CCOC(=O)c1sc(NC(=O)CSc2nnnn2-c2ccc(C)c(C)c2)nc1C	8	-1	-5	3	2	-0.6	i	-0.5	6	2
CC(CNC(=O)C1CCCN(S(=O)(=O)N2CCOCC2)C1)c1ccccc1 (stereo unspecified)	13	8	-7	-5	-15	0.4	i	-0.6	2	0
COc1ccccc1NS(=O)(=O)c1cc2c(cc1C)NC(=O)CO2	8	-1	-8	-7	5	-2.5	i	-0.3	2	6
Cc1cccc(OCc2nnc(SCC(=O)N(C(C)C)C(C)C)n2Cc2ccco2)c1C	4	0	5	2	2	1.2	i	-1.1	-4	0
CC1(C(=O)NS(=O)(=O)c2ccc(Br)cc2)CCN1C(=O)Cc1ccsc1 (stereo unspecified)	5	1	-1	nt	-2	-1.5	i	0.2	0	3
Cc1cc(C=O)c(C)n1-c1ccc2c(c1)OCO2	5	-1	-8	-7	10	0.8	i	0.0	-8	8
O=C(NCc1ccccc1)c1ccc([N+](=O)[O-])cc1	9	2	2	nt	16	-1.1	i	-0.5	-3	-26
CCCOc1cc(C)nc(-c2ccccc2O)n1	17	5	-2	-6	-8	1.8	i	0.3	0	1
CCSc1c(-c2ccccc2)nc2c(C)cccc2c1C(=O)O	-7	-1	3	-3	2	-1.4	i	-1.1	0	1
Cc1noc(C)c1S(=O)(=O)N(C)C[C@H]1OCCCC[C@@H](C)Oc2ccc(NC(=O)CCCN(C)C)cc2C(=O)N([C@H](C)CO)C[C@@H]1C	-1	1	-9	nt	-6	-3.1	i	-1.1	11	3
Cn1cccc1Cc1nnc(SCC(=O)NC2CCCC2)n1-c1ccc(F)cc1	-7	0	5	-8	-17	-1.5	i	-0.1	-4	5
CC(C)[C@H](NC(=O)OC(C)(C)C)c1cc(C(=O)NC2CC2)c(N)s1	-17	nt	nt	nt	-22	-1.1	i	-0.6	nt	2
COc1ccc(C2C3=C(CCCC3=O)Nc3nc(C(F)(F)F)nn32)c(OC)c1OC (stereo unspecified)	-3	6	8	-2	-5	-0.8	i	3.9	-1	-3
CCOc1ccc(-n2c(SCC(N)=O)nc3sc4c(c3c2=O)CCN(C)C4)cc1	-3	-1	-2	-9	-33	6.4	i	-0.6	-9	-6
Cc1ccnc(N/C=C(/NC(=O)c2ccccc2)C(=O)N/N=C\c2ccc(Cl)cc2)n1	3	4	7	-7	5	0.5	i	-0.5	-1	-11
CCNc1ccc(C(=O)OCC(=O)N2c3ccccc3NC(=O)C2(C)C)cc1[N+](=O)[O-]	2	3	2	-10	2	0.3	i	-1.0	-11	-22
CCCOc1ccc(N2C(=O)CC(N3CCN(CCN=CC4C(=O)CC(C)(C)CC4=O)CC3)C2=O)cc1 (stereo unspecified)	2	-2	-2	-9	25*	-1.5	i	0.3	0	-1
O=C(NC1CCCCC1)N1CCCCCC1	-20	-8	1	0	-19	-1.1	i	-1.4	6	2
CS(=O)(=O)N(CC(=O)N/N=C/c1cccs1)c1cccc(Cl)c1Cl	8	0	-3	5	13	1.3	i	2.1	-4	1
COc1cc(Cl)c(C)cc1NC(=O)[C@@H]1CCCN1C(=O)c1cccs1	-5	-5	-1	1	-3	-1.0	i	0.4	1	2
C[C@H](CO)N1C[C@H](C)[C@@H](CN(C)S(=O)(=O)c2ccccc2)Oc2ccc(NC(=O)Nc3ccc(C(F)(F)F)cc3)cc2C1=O	23	-2	35*	-4	10	3.5	i	0.1	-28	6

# Continuation:
Structure	SKN-1 block	STEP inh	NadD block	Scp1 inh	NRP1-CendR mod	LMPTP block	Neddyl block	Tb MetRS inh	DNMT1 block	SUMO1 PPI mod
CC1(C)CC2CC(C)(CN2C(=S)NC(=O)c2ccccc2Cl)C1 (stereo unspecified)	3	3	4	-17	-1	0.8	i	0.5	-5	2
CCCC(=O)N1CCCC(c2cc(C(=O)Nc3ccc4c(c3)OCO4)no2)C1 (stereo unspecified)	7	-1	-1	nt	0	-0.3	i	-0.4	1	0
COCCCN1C(=O)c2ccc(C(=O)OCC(=O)N3CCN(c4ccccc4)CC3)cc2C1=O	-26	-2	-2	-1	5	-0.4	i	0.0	6	-32
COc1cc(CN2CCN(Cc3ccc(C)cc3)CC2)c([N+](=O)[O-])cc1OC	-4	2	2	-13	5	-2.7	i	0.0	-3	-13
CCOc1ccc(-c2nnc(SCC(=O)N3CCOCC3)o2)cc1	19	-1	7	0	3	-0.4	i	-0.5	2	-1
O=C(O)CSc1nc2ccc(Br)cc2[nH]1	5	4	0	-10	7	0.4	i	1.0	-42	7
Cc1cnc(C(=O)OC(C)C(=O)c2c(C)[nH]c3ccccc23)cn1 (stereo unspecified)	4	-1	-2	-6	-2	1.6	i	-0.3	0	2

# For reference, part of the list above.
Structure	SKN-1 block	STEP inh	NadD block	Scp1 inh	NRP1-CendR mod	LMPTP block	Neddyl block	Tb MetRS inh	DNMT1 block	SUMO1 PPI mod
CC1(C)CC2CC(C)(CN2C(=S)NC(=O)c2ccccc2Cl)C1 (stereo unspecified)	3	3	4	-17	-1	0.8	i	0.5	-5	2
CCCC(=O)N1CCCC(c2cc(C(=O)Nc3ccc4c(c3)OCO4)no2)C1 (stereo unspecified)	7	-1	-1	nt	0	-0.3	i	-0.4	1	0
